HSF-1 act – increases HSF-1 driven luciferase reporter signal; hit rate 1.7% among 300,000; activation, % at 9 µM; NIH3T3-HGL HSF-1 luciferase reporter, MG132, 8 h; 100% = twice DMSO control signal;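 active = mean replicate activation of at least 50% with a set share of replicates each reaching 50%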;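 also: 0% = median of the neutral control wells and 100% = twice that signal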
KLF5 inh – suppresses KLF5 promoter-driven expression. inhibition, % at 5 µM. DLD-1 KLF5 promoter-luciferase reporter, luminescence. AID 1700. hit rate 0.23% among 290,000;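 active = inhibition above a per-plate limit of that plate's mean compound inhibition plus 3 SD, cut at about 60% in these data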;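 also: 0% = DMSO wells and 100% = LY294002 at 200 µM; higher means less KLF5 promoter-driven luciferase light; inactives centre near -14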
HSP90 refold inh – HSP90 refolding inhibition in rabbit reticulocyte lysate; inhibition, % at 5.6 µM; AID 1789; luciferase refolding luminescence, 3 h; hit rate 0.91% among 290,000;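 active = inhibition above the screen-wide mean plus 3 SD, computed separately per campaign, cut at about 16% in these data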;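 also: 0% = DMSO wells and 100% = 60 µM geldanamycin wells; inhibitors lower the luminescence because luciferase stays unfolded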
GSK3 alpha inh – inhibitors of human GSK-3 alpha kinase | ADP-Glo luminescence, 60 min | inhibition, % at 10 µM | hit rate 0.1% among 320,000;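 in the data active = inhibition above about 50%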;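 also: GST-tagged GSK-3 alpha with peptide substrate and 25 µM ATP; 0% = DMSO neutral wells and 100% = GW8510 positive control wells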
Target sequence (P49840 whole entry, looked up): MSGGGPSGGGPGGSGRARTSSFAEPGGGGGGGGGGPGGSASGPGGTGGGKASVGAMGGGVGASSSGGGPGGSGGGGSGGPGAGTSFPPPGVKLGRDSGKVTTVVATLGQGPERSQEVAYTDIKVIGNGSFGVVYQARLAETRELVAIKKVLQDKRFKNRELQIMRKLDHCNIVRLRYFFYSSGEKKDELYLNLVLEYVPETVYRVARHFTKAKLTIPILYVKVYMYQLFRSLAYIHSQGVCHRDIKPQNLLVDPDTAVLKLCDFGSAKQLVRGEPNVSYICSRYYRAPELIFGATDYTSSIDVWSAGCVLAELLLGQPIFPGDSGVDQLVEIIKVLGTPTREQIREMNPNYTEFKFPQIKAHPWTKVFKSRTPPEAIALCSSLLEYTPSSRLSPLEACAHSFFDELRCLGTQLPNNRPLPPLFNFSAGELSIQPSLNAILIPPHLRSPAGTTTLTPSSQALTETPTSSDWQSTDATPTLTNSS
AI-2 QS modul – modulators of Vibrio harveyi AI-2 quorum sensing system; Vibrio harveyi JMH597 AI-2 luminescence/OD600 ratio, 9 h; stronger effect = lower value; strain lacks LuxN and CqsS sensors; 0 = neutral-control median; activity change, % at 7.5 µM; hit rate 0.4% among 300,000; AID 2094; in the data active = activity change below about -75%, passing the limit was not always enough;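 also: luminescence divided by OD600 gain over 9 h not by final OD600 alone; inactives centre near 13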
IEC-6 tox – IEC-6 cytotoxicity, counter-screen for KLF5 inhibitors. AID 1825. luminescence viability. hit rate 0.78% among 290,000. inhibition, % at 5 µM; in the data active = inhibition above about 22%;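 also: 0% = plate median of test compound wells and 100% = cytotoxic reference compound wells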
aSyn 5UTR inh – 5' untranslated region of α-synuclein, MLPCN primary screen; inhibition, % (tested at 7.5 µM); alpha-synuclein 5'UTR reporter, inhibitor activity; hit rate 0.82% among 300,000; AID 1813; in the data active = inhibition above about 60%;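 also: H4 neuroglioblastoma cells stably carrying SNCA 5'UTR luciferase fusion; 0% = DMSO wells and 100% = positive control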
HIF act – HIF pathway transcriptional activation | U2OS HRE-luciferase reporter, luminescence; normalized: DMSO 0%, desferrioxamine 100% | activation, % at 7.5 µM (by protocol) | hit rate 0.32% among 300,000;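 active = mean activation of at least 10% of the iron chelator positive control signal, with at least half of replicates also reaching 10%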
HSF1 inhib – HSF1 inhibition; NIH3T3-HGL HSE-luciferase, MG132-induced, luminescence 8 h; stronger effect = lower value; activity change, negative = inhibition, % at 7.5 µM (by protocol); hit rate 0.77% among 300,000;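 active = more than half of replicate wells show activity change below -50%, luminescence cut by over half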;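 also: luciferase reports HSF-1 transcriptional activity via heat shock element; 0% = median of DMSO wells and -100% = zero luminescence signal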
GSK3B inh – inhibitors of human GSK3beta kinase. AID 2097. hit rate 0.038% among 300,000. activity score (negative = inhibition), % at 10 µM. GST-GSK3beta kinase, ADP-Glo luminescence, 60 min; stronger effect = lower value. P49841;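 active = more than half of replicate wells score below -50%, meaning over 50% inhibition versus plate controls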;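 also: 0% = median DMSO wells and -100% = median GW8510 positive control wells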
Target sequence (P49841 whole entry, looked up): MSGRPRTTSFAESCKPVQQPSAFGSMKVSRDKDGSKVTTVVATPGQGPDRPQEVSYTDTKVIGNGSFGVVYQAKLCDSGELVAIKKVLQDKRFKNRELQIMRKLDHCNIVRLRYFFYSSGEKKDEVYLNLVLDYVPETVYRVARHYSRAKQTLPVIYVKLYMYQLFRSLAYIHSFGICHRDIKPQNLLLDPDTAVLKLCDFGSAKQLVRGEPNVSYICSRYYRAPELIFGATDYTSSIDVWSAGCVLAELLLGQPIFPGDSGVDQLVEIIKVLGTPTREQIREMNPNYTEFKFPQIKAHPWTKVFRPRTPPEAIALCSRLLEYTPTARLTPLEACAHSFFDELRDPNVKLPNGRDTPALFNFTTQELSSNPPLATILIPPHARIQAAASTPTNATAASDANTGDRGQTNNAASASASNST
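Test system – GST-tagged human GSK3beta kinase, cell-free · Incubation – 60 min enzyme reaction, room temperature · Signal – ADP-Glo luminescence · Also added – peptide substrate and ATP at 25 µM · Controls – DMSO neutral wells and GW8510 at 20 µM as positive · Buffer or medium – Tris/MgCl2 kinase buffer · Measure – Luminescence-derived activity versus plate DMSO and GW8510 wells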
The depositor's hits bear a star; . = no result given.

Screens in order: HSF-1 act | HSP90 refold inh | aSyn 5UTR inh | HIF act | AI-2 QS modul | IEC-6 tox | HSF1 inhib | GSK3 alpha inh | GSK3B inh | KLF5 inh
(1) Cc1ccc(-c2cc(C(F)F)n3ncc(C(=O)Nc4c(C)nn(Cc5ccccc5Cl)c4C)c3n2)cc1
  10 | 2 | 28 | -32 | 18 | -2 | -12 | 0 | 1 | -36
(2) CCCCOC(=O)C1=C(C)Nc2ncnn2C1c1ccc(OC)c(OC)c1OC (stereo not drawn)
  -9 | 2 | 10 | 0.1 | 18 | -9 | 2 | 41 | -4 | -9
(3) CCC(CC)c1nnc(NC(=O)c2ccc(N3CCCCC3)c([N+](=O)[O-])c2)s1
  -8 | -3 | 2 | -0.3 | 3 | -5 | -3 | 0 | 2 | -19
(4) COc1cc2c(cc1OC)CN(CC(=O)Nc1ccc(C#N)cc1)CC2
  5 | 0 | -13 | -0.8 | 10 | 6 | -1 | 0 | 0 | -11
(5) Cc1cc(C)cc(N(C(=O)c2csnn2)C(C(=O)NC2CCCC2)c2cccnc2)c1 (stereo not drawn)
  -33 | -3 | 9 | -0.4 | -1 | 2 | -14 | -1 | 1 | 13
(6) COCCNC(=O)Cn1c(=O)n(CCCC(=O)NCc2ccc3c(c2)OCO3)c(=O)c2sccc21
  17 | 1 | 10 | 0.0 | 6 | -4 | -2 | 0 | -3 | -39
(7) Cc1ccc(-c2csc(C3C(N)=NC(S)=C(C#N)C34CCCCC4)n2)cc1 (stereo not drawn)
  -53 | 3 | -11 | 0.8 | 27 | 0 | -40 | -2 | -2 | 22
(8) Cc1cc2c(c(C)nn2-c2ccccc2)c(=O)o1
  -2 | -4 | 29 | -0.3 | 15 | -3 | -2 | 5 | 4 | 6
(9) O=c1c2ccccc2ncn1Cc1ccccc1
  -48 | 1 | -24 | 0.4 | -11 | -4 | -36 | 1 | -1 | -4
(10) Cn1c(=O)c2ncn(CC(=O)Nc3cccc(-c4nc5ccccc5s4)c3)c2n(C)c1=O
  . | 0 | . | . | . | 2 | . | 2 | . | -80
(11) CN(C)CCNc1ccc(-c2n[nH]c(=O)c3ccccc23)cc1[N+](=O)[O-]
  1 | -2 | 16 | -0.4 | 31 | 1 | 0 | . | -6 | -11
(12) O=c1[nH]nc(CNc2ccc(Cl)cc2Cl)c2ccccc12
  2 | -1 | 10 | 0.0 | 9 | -1 | 11 | -1 | -4 | 4
(13) CS(=O)(=O)N(CC(=O)Nc1ccc2c(c1)OCCO2)Cc1ccccc1
  12 | 2 | -21 | 0.0 | 4 | 0 | -2 | -1 | 1 | 1
(14) O=C(CSc1ccccc1Cl)N1CCOCC1
  14 | -2 | 3 | 1.2 | -8 | 0 | 4 | -4 | -3 | -7
(15) Cc1ccc(C(=O)N2CCN(S(=O)(=O)c3ccccc3[N+](=O)[O-])C2)cc1
  4 | 1 | -65 | 0.0 | 9 | 7 | -3 | . | -1 | -71
(16) Cc1ccc(OCc2nnc(NC(=O)OCC(C)C)s2)c(C)c1
  2 | 1 | -9 | -1.0 | 27 | 6 | -1 | -2 | 0 | -42
(17) COc1ccc(N2C(=O)NC3CC2(C)Oc2ccc(Br)cc23)cc1OC (stereo not drawn)
  5 | 2 | -3 | 0.5 | 9 | 2 | -2 | 4 | 1 | -7
(18) CCN(CC)C(=O)c1oc2ccc(S(=O)(=O)N3CCCCCC3)cc2c1C
  17 | 1 | 13 | -0.4 | 14 | -1 | -1 | -3 | 1 | -19
(19) CCOP(=O)(c1ccc(N(C)C)cc1)C(O)c1ccccc1 (stereo not drawn)
  -3 | 3 | -3 | 0.3 | 23 | -1 | 1 | 0 | 0 | -11
(20) COC(=O)c1c(NC(=O)c2ccc(C)c(S(=O)(=O)Nc3ccccc3C)c2)sc2c1CCCC2
  36 | 2 | 38 | -0.5 | -2 | -7 | -1 | -3 | 4 | -22
(21) S=c1[nH]nc(C2CCCCC2)n1/N=C/c1ccco1
  2 | 1 | 9 | 0.4 | 4 | -7 | 0 | 0 | 0 | 2
(22) CCOC(=O)c1c(NC(=O)CSc2nnc(C)o2)sc(C)c1C
  14 | -1 | 12 | -0.3 | 16 | 4 | 12 | 0 | -1 | -24
(23) COc1cc(/C=C/C(=O)OCC(=O)Nc2nnc(-c3ccccc3)o2)cc(OC)c1OC
  -1 | . | 2 | 0.0 | 28 | . | -1 | -1 | 2 | .
(24) Cc1[nH]c2ccccc2c1SCC(=O)NC1CCCCC1
  2 | 0 | 8 | -1.2 | 28 | 4 | -2 | 0 | -1 | -4
(25) COCC(C)NC(=O)NC(=O)c1ccc(Cl)cc1 (stereo not drawn)
  36 | 3 | -16 | 0.5 | 28 | -13 | 12 | -1 | 2 | -9
(26) CC(C)CCNC(=O)c1sc2ccc(S(=O)(=O)N3CCCCC3)cc2c1N
  12 | -6 | 21 | -0.3 | 50 | 1 | 6 | -4 | 3 | -24
(27) CCOC(=O)c1c[nH]c2nc(C)ccc2c1=O
  -3 | -1 | -28 | -0.2 | 18 | -1 | 9 | -1 | 2 | -18
(28) COc1ccc2oc(C(F)(F)C(F)(F)F)cc(=O)c2c1
  -12 | 1 | 15 | 0.5 | 5 | 2 | -1 | -2 | -2 | -18
(29) COc1ccc(/C=C/C(=O)O/N=C(\N)c2ccccc2)cc1OC
  36 | -3 | -138 | 2.3 | 19 | -2 | 16 | -1 | 3 | -87
(30) CCOC(=O)C1(CCOC)CCN(C(=O)Cc2ccc3ccccc3c2)CC1
  -1 | 1 | 4 | -0.1 | 6 | -1 | 5 | 0 | 0 | -18
(31) CC(C)Cc1cc(C(=O)NCCc2ccccc2)no1
  28 | -4 | -169 | 3.0 | 8 | 4 | 13 | 1 | 0 | -125
(32) Cc1ccc(NC(=O)Cn2c(=S)[nH]c3ccccc32)cc1
  0 | -3 | 12 | 0.6 | 4 | -1 | 21 | 0 | 1 | -23
(33) Cc1cccn2c(=O)c3cc(C(=O)NCCc4ccccc4)c(=N)n(CC4CCCO4)c3nc12 (stereo not drawn)
  2 | -2 | -44 | -0.1 | 2 | 5 | -4 | -3 | -2 | -14
(34) COCC1CCCCN1Cc1cn[nH]c1-c1ccc2cc(OC)ccc2c1 (stereo not drawn)
  15 | -2 | -30 | 0.2 | 9 | -3 | 8 | 3 | 1 | -14
(35) Cc1cccc(NC(=S)NC2CC3CCC(C2)N3Cc2ccco2)c1C (stereo not drawn)
  -8 | 4 | -5 | 0.1 | 22 | 7 | 0 | -1 | 5 | 2
(36) COc1ccc(N2CCN(C(CNC(=O)c3cccc(Cl)c3)c3cccnc3)CC2)cc1 (stereo not drawn)
  . | 3 | 4 | -0.2 | 31 | 2 | . | 0 | -3 | -15
(37) O=c1c2cccnc2n(-c2ccccc2)n1Cc1ccc(Cl)cc1
  28 | -2 | 0 | -0.2 | 16 | 0 | 11 | -2 | -1 | -13
(38) CCSc1nc(O)c(Cc2ccccc2)c(=O)[nH]1
  1 | 4 | 13 | 0.0 | 16 | -2 | -2 | -4 | 1 | -47
(39) O=C(CN1CCN(CC(=O)Nc2ccccc2Cc2ccccc2)CC1)Nc1ccccc1Cl
  5 | 3 | -6 | -0.7 | 18 | -4 | 3 | -2 | 0 | -14
(40) Cc1cccc(NC(=O)COC(=O)c2ccccc2-c2nc3ccccc3s2)c1C
  -6 | -1 | 4 | -0.3 | 5 | 4 | 0 | 0 | 0 | 8
(41) CN(c1ccc(C(=O)N2CCN(c3ccccc3F)CC2)cc1)S(=O)(=O)c1ccccc1
  2 | -1 | 3 | -5.4 | -4 | 5 | -3 | -2 | 3 | -7
(42) Cc1nc(C(=O)N(C)C)nn1-c1cc(Cl)cc(Cl)c1
  -5 | 0 | 13 | 0.0 | 38 | -3 | 2 | 1 | 7 | -25
(43) CC1CCN(CCc2nc3cc(NC(=O)Nc4ccccc4)ccc3n2C)CC1
  177* | 0 | -84 | 1.5 | 7 | 10 | 153 | -2 | 0 | -3
(44) CCNC(=S)N1CCN(S(=O)(=O)c2ccc(C)c(C)c2)CC1
  17 | 2 | -5 | -0.5 | 6 | -2 | 2 | -1 | 4 | 2
(45) O=S(=O)(c1cccc(NC(=S)N2CCN(c3ccccc3F)CC2)c1)C(F)F
  10 | -3 | 12 | -0.1 | 53 | -3 | 0 | 2 | 1 | -15
(46) CCCNC(=O)N1CCC(C(=O)c2ccc(F)cc2)CC1
  5 | -4 | 31 | 0.0 | 38 | -4 | 0 | -1 | -1 | 12
(47) Cn1ccnc1SCC(=O)Nc1cccc(S(=O)(=O)N2CCCCCC2)c1
  17 | 1 | 4 | 0.1 | 26 | 2 | 6 | -1 | -1 | -2
(48) Cc1ccc(-c2csc(NC(=O)c3ccccc3F)c2C(=O)O)cc1
  36 | -4 | -102 | -19 | 38 | -1 | 1 | 5 | 4 | -39
(49) COc1ccc(C(O)(CC(C)C)C(CN2CCOCC2)c2ccccc2)cc1 (stereo not drawn)
  13 | -3 | 66* | 0.2 | -4 | -14 | -3 | 1 | -2 | 20
(50) CCOC(=O)N1CCN(C(=O)/C=C/c2ccc(OC)cc2)CC1
  -4 | -3 | 3 | -0.2 | . | 2 | -7 | -2 | . | -13
(51) CCc1cc(C(=O)OC)c(NC(=O)CCC(=O)O)s1
  . | 8 | 9 | -0.3 | 36 | 4 | . | -2 | 4 | 2
(52) Cc1oc2cc(O)ccc2c(=O)c1Oc1ccccc1
  4 | -1 | 0 | 0.3 | 14 | -2 | 0 | -4 | 1 | -19
(53) Cc1ccc(C(=O)Nn2cnnc2)cc1[N+](=O)[O-]
  -8 | -2 | 24 | 0.0 | 14 | 2 | 4 | -2 | 2 | -32
(54) COc1cccc(-c2noc(CCC(=O)NCC3CCCO3)n2)c1 (stereo not drawn)
  4 | 3 | 4 | 0.4 | 10 | 8 | -2 | -8 | 0 | -20
(55) Cc1cccc(C)c1NC(=S)N(c1ccccc1)C(C)C
  5 | -2 | -4 | -0.4 | 15 | 5 | -9 | 1 | 0 | -1
(56) O=C(O)C(c1ccccc1)N1CCCCC1 (stereo not drawn)
  -14 | 0 | -5 | -0.3 | 18 | -1 | -14 | -1 | 0 | -21
(57) N#C[C@H]1C2OC2c2ccccc2N1C(=O)c1ccccc1 (stereo partly drawn)
  1 | . | 8 | -0.1 | 18 | . | 2 | -5 | 0 | .
(58) O=c1[nH]cnc2c1N1CCC2CC1
  -1 | 3 | 9 | 0.0 | 15 | -11 | -3 | -2 | 2 | 4
(59) CC1(C)Cc2c(C#N)c(NCCO)nc(-c3ccco3)c2CO1
  -58 | 1 | 38 | -0.5 | 13 | -2 | -52* | 3 | -1 | -2
(60) CCN(C(=O)COc1ccc(C(=O)c2ccccc2)cc1)c1ccccc1
  12 | 3 | -9 | -1.1 | . | 1 | 8 | 0 | . | -28

Screening results: PubChem, several laboratories
